Screening data as filed in PubChem.
KB-3-1 tox = KB-3-1 parental cell cytotoxicity | KB-3-1 viability, CellTiter-Glo ATP luminescence, 72 h | Potency, µM (doses to about 46.1 µM), for inactives: at the highest dose activity change, negative = cytotoxic, most hits filed as cytotoxic | 400,000 compounds, 1.4% hits | AID 1347075; note: potency is the fitted concentration of half-maximal effect; % is set by controls: 0 for no effect and ±100 for the full control effect; nearly all actives have a fitted effect of over 60% in size
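Cytotoxicity measured as CellTiter-Glo luminescence after 72 h at 37 C. Compound titrations were pinned onto drug-naive KB-3-1 parental adenocarcinoma cells grown in DMEM with 10% FBS, and normalized data fitted to concentration-response curves.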
D3 antag = antagonists of human D3 dopamine receptor; P35462; D3R cells, DiscoveRx beta-arrestin luminescence, antagonist mode; active compounds read low; max response, negative = inhibition, %; 360,000 compounds, 2.5% hits; AID 652054; in the data active = max response below about -50%; inconclusive = no clear call, values can overlap the other calls; note: % is set by controls: 0 for no effect and ±100 for the full control effect; mostly tested at two doses, the higher about 12 µM
Target sequence (P35462 whole entry, looked up): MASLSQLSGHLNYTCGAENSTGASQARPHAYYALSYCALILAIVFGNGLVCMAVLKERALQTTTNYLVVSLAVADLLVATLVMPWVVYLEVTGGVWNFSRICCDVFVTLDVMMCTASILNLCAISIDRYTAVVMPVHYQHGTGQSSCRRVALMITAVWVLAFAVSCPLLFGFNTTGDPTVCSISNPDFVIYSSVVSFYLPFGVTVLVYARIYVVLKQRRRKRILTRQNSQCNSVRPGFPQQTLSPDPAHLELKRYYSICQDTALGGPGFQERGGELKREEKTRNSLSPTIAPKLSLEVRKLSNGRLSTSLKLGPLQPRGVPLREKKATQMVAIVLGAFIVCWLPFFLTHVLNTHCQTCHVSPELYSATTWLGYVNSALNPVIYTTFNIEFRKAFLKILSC
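Cells expressing the human receptor were seeded at 1500 cells/well, incubated overnight at 37 degrees C in 5% CO2, then exposed to library compounds with dopamine controls for 90 minutes at 37 degrees C before luminescent detection.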
HT1080 IDH1KD tx = HT-1080 IDH1 knockdown cell toxicity (counter line); 360,000 compounds, 2% hits; AID 686971; Potency, µM (doses to about 46.1 µM), without a hit: at the highest dose activity, negative = toxicity, usual class: cytotoxic; HT-1080 IDH1 knockdown viability, ATP luminescence, 48 h;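 note: potency is the fitted concentration of half-maximal effect; 0% = DMSO wells and -100% = cell-free medium wells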
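Cytotoxicity counter-line: IDH1KD HT-1080, 48 h, CellTiter-Glo. Curves classed by r2, magnitude and activity.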
HT1080-NT tox = kills 2HG-producing HT-1080-NT fibrosarcoma cells. HT-1080-NT fibrosarcoma viability, CellTiter-Glo ATP luminescence, 48 h. Potency, µM (titrated, usually from 46.1 µM), inactives show at the highest dose activity, negative = less viability, most hits filed as cytotoxic. 360,000 compounds, 1.6% hits. AID 686970;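 note: NT is the 2HG producing partner of a matched IDH1 knockdown line; potency is the fitted concentration of half-maximal effect; 0% = DMSO-treated cells and -100% = media-only wells without cells; nearly all actives have a fitted effect of over 55% in size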
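A 48-hour cytotoxicity screen used HT-1080-NT cells plated 2 hours before compound delivery. ATP-based CellTiter-Glo luminescence measured viability, normalized to DMSO and no-cell controls.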
DRD3 agonist = agonists of human D3 dopamine receptor | D3R DiscoveRx beta-arrestin cells, luminescence, 90 min | 410,000 compounds, 0.58% hits | P35462 | max activation, %; in the data active = max activation above about 30%; note: 0% is about no effect; mostly tested at two doses, the higher about 12 µM
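Agonist mode: compounds and dopamine controls were applied to plated cells for 90 min at 37 degrees C after an overnight attachment at 1500 cells/well. Luminescent read-out followed 30 - 60 minutes at room temperature with DiscoveRx detection reagent.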
SW480 rerep = inducers of DNA re-replication in SW480 colon cancer cells. SW480 DNA re-replication, Hoechst DNA content imaging, 48 h. Potency, µM (doses to about 46.1 µM), for inactives: at the top dose re-replication activation, usual class: activators. 340,000 compounds, 1.8% hits. AID 624297; note: potency is the fitted concentration of half-maximal effect; % of control where 0% means no effect; nearly all actives have a fitted effect of over 55% in size
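Readout is total intensity of Hoechst-stained nuclei, excited at 405 nm and collected at 500-530 nm. Compound treatment lasted 48 hr at 37 C in 5% CO2 before staining.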
IL1B secr inh = inflammasome signaling inhibition, IL-1 beta readout; 360,000 compounds, 4.7% hits; AID 743279; THP-1 LPS/ATP IL-1B secretion, AlphaLISA, 16 h; active compounds read low; activity change, % at 57.5 µM; in the data active = activity change below about -50%; inconclusive = mostly about -30% to -49%; note: % is set by controls: 0 for no effect and ±100 for the full control effect
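THP-1 cells pretreated 1 hr with compounds (up to 57.5 uM final), then stimulated with LPS (250 ng/mL final) plus ATP (1.25 mM final); secreted IL-1B measured by AlphaLISA after 16 hr, decreased signal indicating inhibition.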
GLP-1R agonist = agonists of human GLP-1 receptor; P43220; 380,000 compounds, 0.007% hits; Potency, µM (highest dose often 45.6 µM), for the others: at the top dose activation, actives largely listed as activators; HEK293 GLP-1R CRE-luciferase, luminescence, 4-6 h; cells express a hypersensitive GLP-1R form; note: potency is the fitted concentration of half-maximal effect; % of control where 0% means no effect
Target sequence (P43220 whole entry, looked up): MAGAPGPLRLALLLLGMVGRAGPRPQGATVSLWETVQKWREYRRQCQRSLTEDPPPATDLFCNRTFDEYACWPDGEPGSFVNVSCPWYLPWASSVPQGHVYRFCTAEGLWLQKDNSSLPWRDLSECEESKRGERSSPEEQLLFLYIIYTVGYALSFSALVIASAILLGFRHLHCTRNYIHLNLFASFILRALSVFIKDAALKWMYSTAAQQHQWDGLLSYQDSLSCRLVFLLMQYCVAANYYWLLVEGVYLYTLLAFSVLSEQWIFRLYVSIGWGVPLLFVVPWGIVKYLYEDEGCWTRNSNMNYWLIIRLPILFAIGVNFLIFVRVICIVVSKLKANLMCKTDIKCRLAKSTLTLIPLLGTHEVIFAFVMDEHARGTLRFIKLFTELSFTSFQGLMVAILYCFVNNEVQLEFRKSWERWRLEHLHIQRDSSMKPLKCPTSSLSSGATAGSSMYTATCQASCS
KB-V1 cytotox = kills drug-selected multidrug resistant KB-V1 cells; Potency, µM (titrated, usually from 46.1 µM), for inactives: at the highest dose activity change, negative = cytotoxicity, hits mostly cytotoxic; KB-V1 MDR cells viability, CellTiter-Glo, 72 h; AID 1347076; 400,000 compounds, 3.4% hits; note: potency is the fitted concentration of half-maximal effect; % is set by controls: 0 for no effect and ±100 for the full control effect; nearly all actives have a fitted effect of over 60% in size
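Cells of the MDR subline KB-V1 are plated, dosed with compound at multiple concentrations, and incubated 72 h at 37 degrees C; CellTiter-Glo is then added and luminescence read after 10 min.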
The depositor's hits bear a star; ? = inconclusive; . = not tested or not shown; & = joins results of further samples; [ ] = dose if it differs, or a comment. Unless noted, calls come from the whole dose curve; as a rule, active = well fitted curve in the direction sought with a large enough effect; inconclusive = small, poorly fitted or top-dose-only effect, or another doubt; inactive = no such curve, though single readings can be large; an effect the other way counts as inactive or inconclusive. The order is random. About 12% of those tested had a hit in this group.

compound,KB-3-1 tox,D3 antag,HT1080 IDH1KD tx,HT1080-NT tox,DRD3 agonist,SW480 rerep,IL1B secr inh,GLP-1R agonist,KB-V1 cytotox
CCN(CC)S(=O)(=O)c1ccc(N2CCOCC2)c(NCC(=O)Nc2ccc(F)cc2)c1,-1%,-6,-3%,4%,-2,-5%,-4,7%,-25%
COc1ccc(S(=O)(=O)N2CCOCC2)cc1NC(=O)[C@@H]1CCCN1C(=O)c1cccs1,29%,10,5%,4%,9,-37%,15,-1%,1%
COc1ccc(C)cc1NC(=O)CSc1nnc(-c2ccc(C)cc2)o1,-22%,1,-4%,2%,1,-1%,25,5%,?
CCOC(=O)C1=C(N)OC2=C(C(=O)CC(C)(C)C2)C1c1ccccc1OC (configuration not stated),20%,-4,1%,0%,-2,-5%,-11,-2%,11%
Cc1c(C(=O)Nn2cnnc2)oc2ccccc12,-2%,-1,2%,10%,-1,-4%,26,-3%,0%
CCOC(=O)CCN(Cc1ccccc1)S(=O)(=O)c1csc(C(N)=O)c1,1%&-3%,4,6%,5%,2&4,-9%,7,4%,4%&29%
Cc1ccc(C)c(C(=O)CN2C(=O)NC3(CCCCCCC3)C2=O)c1,4%,-4,11%,14%,-4,1%,16,6%,-26%
N#CC1CC(c2ccccc2)=NN1c1ccccc1[N+](=O)[O-] (configuration not stated),-12%,-12,-14%,-4%,-1,?,?,?,-8%
CCc1nc2sccc2c(=O)n1N,2%,4,11%,15%,5,-12%,12,5%,1%
O=C(Oc1nsnc1N1CCOCC1)N1CCOCC1,17%,-15,-19%,-21%,-2,2%,6,-1%,-27%
COc1ccc(C(=O)N2c3ccccc3CC2C)cc1OC (configuration not stated),-9%,5,11%,3%,5,4%,-5,17%,0%
O=C(C1CC1)N1c2ccccc2Sc2ccccc21,21µM*,?,18µM*,?,-10,?,-27,-3%,?
CCC12CN(C(=O)c3ccco3)CC(CC)(CN(C(=O)c3ccco3)C1)C2=O,25%,-17,-1%,-4%,-4,-1%,-14,3%,-7%
O=c1[nH]c(C2CCCCC2)nc2ccccc12,2%,4,0%,3%,10,-3%,8,0%,-6%
COc1cc(OC)cc(C(=O)N2CCN(S(=O)(=O)c3ccc(Cl)s3)CC2)c1,.,8,11%,-6%,-9,1%,?,3%,.
Cc1ccc(S(=O)(=O)N2CCN(C(=O)N3CCOCC3)CC2)c(C)c1,-6%,8,3%,4%,6,-3%,0,-5%,-5%
CCCCCC(=O)NNC1CC(=O)N(c2ccccc2)C1=O (configuration not stated),12%,5,11%,6%,6,-5%,14,3%,-4%
CN(C(=O)CSc1nnc(-c2cccnc2)n1-c1ccccc1F)C1CCS(=O)(=O)C1 (configuration not stated),16%,-13,2%,3%,-2,0%,-4,2%,-3%
CCOC(=O)C1=CCN(S(=O)(=O)c2ccc(Br)cc2)C1c1ccccc1 (configuration not stated),?,2,-17%,-12%,-8,.,4,8%,?
Cc1ccc2ncnc(Nc3cccc([N+](=O)[O-])c3)c2c1,-3%,-2,4%,11%,-5,-2%,-5,3%,1%
COc1ccccc1NC(=S)N1CCC(c2nc3cc(C)c(C)cc3[nH]2)CC1,12%,-10,-7%,4%,5,-4%,-1,-6%,7%
CO/N=C\C(=N\Nc1ccc(OC)cc1)C(=O)c1ccccc1,?,-2,-5%,-14%,2,-3%,-11,17%,-14%
CCOC(=O)CCNC(C)C1COc2ccccc2O1 (configuration not stated),-12%,-27,-1%,0%,-4,3%,-6,-2%,1%
CCn1c(-c2cc(OC)ccc2OC)csc1=Nc1c(C)n(C)n(-c2ccccc2)c1=O,1%,?,-4%,-2%,-2,-1%,-16,-8%,-1%
NC(=O)NC(c1ccccc1)c1cccc2ccccc12 (configuration not stated),0%,-18,-7%,-4%,-9,-3%,7,-1%,0%

A draw from above in order of molecular weight, ascending:
compound,KB-3-1 tox,D3 antag,HT1080 IDH1KD tx,HT1080-NT tox,DRD3 agonist,SW480 rerep,IL1B secr inh,GLP-1R agonist,KB-V1 cytotox
O=c1[nH]c(C2CCCCC2)nc2ccccc12,2%,4,0%,3%,10,-3%,8,0%,-6%
CCCCCC(=O)NNC1CC(=O)N(c2ccccc2)C1=O (configuration not stated),12%,5,11%,6%,6,-5%,14,3%,-4%
CCOC(=O)CCN(Cc1ccccc1)S(=O)(=O)c1csc(C(N)=O)c1,1%&-3%,4,6%,5%,2&4,-9%,7,4%,4%&29%

Further structures follow:
compound,KB-3-1 tox,D3 antag,HT1080 IDH1KD tx,HT1080-NT tox,DRD3 agonist,SW480 rerep,IL1B secr inh,GLP-1R agonist,KB-V1 cytotox
Cc1nc(-c2ccccc2)nc(-c2ccccc2)n1,0%,9,-1%,3%,3,-30%[inhibitor],7,6%,0%
CCOC(=O)c1ccc(S(=O)(=O)N(CCO)Cc2cc3cc(OC)c(OC)cc3[nH]c2=O)cc1,0%,5,1%,3%,-2,4%,42,5%,20%
COc1ccc(CCNC(=S)Nc2cccc(C)c2)cc1,-6%,2,-7%,-11%,-8,-3%,1,14%,-25%
Cc1cc(C(F)(F)F)n(-c2nc(C(=O)NNS(=O)(=O)c3ccccc3[N+](=O)[O-])cs2)n1,-1%,17,-20%,-25%,7,-20%,-10,12%,-12%
Cc1cc(C(=O)NCC(=O)OC(C(=O)Nc2cc(C(F)(F)F)ccc2Cl)c2ccccc2)ccc1[N+](=O)[O-] (configuration not stated),5%,8,-18%,-1%,-8,-7%[9.22 µM],-1,-1%,-12%
CC(=O)Nc1nc2cc3c(cc2s1)OCO3,-1%,11,-3%,-3%,-2,-1%,-22,4%,0%
Cc1c(CN2CCC(C(=O)Nc3cccc(-c4cccc(Cl)c4)c3)CC2)cnn1C,-11%,-19,-24%,?,-4,5%,-22,-5%,-25%
O=C(C[N+]1(CC#Cc2ccccc2)CCCCC1)c1ccc(Cl)cc1,-15%,-3,-6%,-7%,0,-1%,-57*,-3%,-7%
Cc1ccc(Oc2ncc(CN3CCOCC3)s2)cc1,5%,-29,5%,11%,0,-3%,-3,-1%,13%
O=C1NC(c2ccccc2)=C(c2ccc3ccccc3n2)C(c2ccncc2)N1 (configuration not stated),-2%,-5,-5%[9.24 µM],-8%,0,4%,1,1%,12%
COc1ccccc1OCC(=O)N/N=C(\C)c1ccc2ccccc2c1,?,20,?,?,0,.,-8,5%,?
C[C@H](CO)N1C[C@H](C)[C@@H](CN(C)C(=O)NC2CCCCC2)Oc2c(NC(=O)C3CCCCC3)cccc2C1=O,0%,16,6%,0%,15,-7%,9,-1%,0%
C[C@@H]1CN([C@@H](C)CO)C(=O)c2cc(NC(=O)C3CC3)ccc2O[C@H]1CN(C)C,-1%,?,16%,-5%,0,-6%,-8,-2%,0%
CCN1CCN(C(=O)c2nn(-c3ccccc3)c(=O)c3ccccc23)CC1,0%,1,-7%,6%,11,-5%,0,3%,?
O=[N+]([O-])c1ccc2cc[nH]c2c1,7%,-15,0%,4%,-1,-1%,2,0%,0%
CC(NS(=O)(=O)c1ccccc1)C(c1cccs1)N1CCN(c2ccccc2)CC1 (configuration not stated),?,-28,?,?,-17,5%,-4,1%,6.5µM*
COC(=O)c1cc(NC(C)=O)ccc1N1CCOCC1,0%,9,8%,11%,8,-4%,33,4%,2%
CCn1c(SCC(=O)N2CCC(C)CC2)nc2c(c1=O)SC(C)C2 (configuration not stated),1%,29,-1%,-2%,1,2%,3,4%,-1%
c1ccc(CSc2ccc(-c3cccs3)nn2)nc1,0%,?,-6%,-14%,0,-4%,?,2%,?
Cc1ccc(-n2nc(C)c(/C=N/n3c(C)n[nH]c3=S)c2Cl)cc1,4%,-18,1%,4%,1,3%,30,12%,-16%
CC(=O)Nc1ccc(C(=O)N2CCCCC2c2cc(C(=O)NC(C)C)no2)cc1 (configuration not stated),0%,0,12%,16%,14,.,9,-2%,6%
CCOC(=O)C(NC(=O)CCC(=O)Nc1ccc(S(N)(=O)=O)cc1)C(O)c1ccccc1 (configuration not stated),0%,27,-4%,-1%,-1,-26%,23,-8%,14%
O=C(NCCCCCCNC(=O)OCCO)OCCO,-1%,9,3%,4%,13,25%,5,4%,2%
Cc1cc2ccccn2c1C(=O)c1cc([N+](=O)[O-])cc([N+](=O)[O-])c1,-5%,7,-2%,-4%,6,?,42,1%,?
Cc1c(NC(=O)COC(=O)c2ncc(Cl)c(Cl)c2Cl)c(=O)n(-c2ccccc2)n1C,3%,-11,2%,0%,-5,-8%,-3,2%,1%
CSc1nsc(N/N=C/c2ccccc2)c1C#N,6%,13,0%,2%,5,16%,3,9%,-19%
O=C(NCc1ccco1)/C(=C/c1ccccc1F)NC(=O)c1ccccc1,-9%,-29,-2%,-2%,-3,4%,-8,-1%,-16%
CNC1(c2nnnn2-c2c(C)cccc2C)CCOC(C)(C)C1 (configuration not stated),-5%,-13,0%,7%,0,-20%,-15,-2%,9%
Cc1ccc(C2=NN(CCC(=O)NCc3ccc4c(c3)OCO4)C(=O)CC2)cc1,21%,-21,11%,4%,5,6%,-6,0%,?
CCOC(=O)CNc1nc(C(C)(C)C)nc2c1nnn2Cc1ccccc1Cl,?,33,-20%,-2%,3,1%,16,3%,5.8µM*
COCCN(C(=O)c1cc(S(=O)(=O)N2CCCCC2)ccc1Cl)c1c(N)n(CC(C)C)c(=O)[nH]c1=O,3%,3,13%,4%,-3,-29%,-15,0%,0%
O=c1c(C(c2ccc(Cl)cc2)c2c(O)nc3n(c2=O)CCCS3)c(O)nc2n1CCCS2,6%,3,16%,20%,3,67%,.,3%,-3%
COc1cc(OC)cc(-c2c(C#Cc3ccsc3)c3cc(-c4ccc(OC)c(OC)c4)ccc3n2C)c1,5%,36,0%,0%,7,1%,24,1%,0%
